# Assay outcomes deposited in PubChem by The Scripps Research Institute Molecular Screening Center.
# M5 PAM – CHRM5 positive allosteric modulation | activation, % at 3 µM | P08912 | CHO-K1 hM5, Fluo-8 calcium, ACh EC20 PAM; 0% = ACh EC20, 100% = ACh EC100 | 360,000 compounds, 0.3% hits | AID 624038;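 active = activation above the run cutoff, the mean activation of all test compounds plus 3 SD, cut at about 18% in these data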
# Target sequence (P08912 whole entry, looked up): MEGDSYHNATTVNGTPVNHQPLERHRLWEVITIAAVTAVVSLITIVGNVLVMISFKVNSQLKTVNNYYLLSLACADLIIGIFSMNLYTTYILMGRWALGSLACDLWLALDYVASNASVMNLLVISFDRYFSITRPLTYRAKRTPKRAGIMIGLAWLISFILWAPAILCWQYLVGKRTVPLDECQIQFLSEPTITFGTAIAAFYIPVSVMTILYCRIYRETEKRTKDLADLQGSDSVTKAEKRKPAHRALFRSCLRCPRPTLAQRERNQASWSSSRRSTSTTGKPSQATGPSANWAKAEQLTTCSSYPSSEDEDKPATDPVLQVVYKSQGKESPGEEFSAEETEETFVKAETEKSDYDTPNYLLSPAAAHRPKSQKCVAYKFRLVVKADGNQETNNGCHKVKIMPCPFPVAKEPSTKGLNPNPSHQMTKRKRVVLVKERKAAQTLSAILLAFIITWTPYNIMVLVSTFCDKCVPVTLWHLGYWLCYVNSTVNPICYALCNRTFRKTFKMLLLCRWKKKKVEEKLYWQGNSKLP
#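 Measured by: Fluo-8 calcium fluorescence; material: human M5 receptor in CHO-K1 cells; schedule: Post-acetylcholine fluorescence recording 140 s; benchmarks: low control EC20 acetylcholine (0%), high control EC100 acetylcholine (100%); read-out: Max/basal fluorescence ratio as % of EC20–EC100 ACh window; compound: single dose, 3 µM nominal final test concentration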
# M5 ag – CHRM5 agonism in calcium assay; P08912; CHO-K1 hM5 cells, Fluo-8 calcium fluorescence; 0% DMSO wells, 100% maximal acetylcholine response; activation, % at 3 µM; 360,000 compounds, 0.19% hits;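 active = activation above the run's mean over test compounds plus 3 SD, cut at about 23% in these data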;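 note: signal is peak over basal fluorescence ratio across the kinetic read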
# CHRM4 agonist – agonists of human muscarinic M4 receptor (CHRM4); activation, % at 3 µM; CHO-K1 hM4/Gqi5, Fluo-8 calcium fluorescence; vehicle 0%, full acetylcholine response 100%; 360,000 compounds, 0.14% hits; P08173;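 active = activation above the run mean over all test wells plus 3 SD, cut at about 32% in these data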;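 note: peak over basal fluorescence ratio per well then scaled between controls; 0% = DMSO wells and 100% = acetylcholine at EC100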
# CHRM5 antagonist – blocks acetylcholine activation of human M5 receptor; CHO-hM5 cells, Fluo-8 calcium fluorescence, ACh EC80; inhibition, % at 3 µM; 360,000 compounds, 0.59% hits; AID 624040;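 active = inhibition above a per-plate cutoff, the mean of that plate's test compounds plus 3 SD, cut at about 27% in these data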;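 note: 0% = acetylcholine EC80 with DMSO and 100% = DMSO without agonist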
# M1 ag – agonists of human M1 muscarinic receptor; activation, % at 3 µM; CHO-K1 hM1, Fluo-8 calcium fluorescence, agonist mode; 0% DMSO, 100% acetylcholine EC100; AID 588814; 360,000 compounds, 0.33% hits; P11229;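 active = activation above the run's mean compound activation plus 3 SD, cut at about 16% in these data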;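 note: peak over basal fluorescence ratio within a 140 s kinetic read after compound addition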
# CHRM1 PAM – human CHRM1 positive allosteric modulation. P11229. CHO-K1 hM1, Fluo-8 calcium fluorescence, ACh EC20; 0% = ACh EC20, 100% = maximal ACh. activation, % at 3 µM. 360,000 compounds, 0.088% hits. AID 588819; in the data active = activation above about 19%, passing the limit was not always enough
# CHRM1 antagonist – antagonists of human M1 muscarinic receptor. P11229. CHO-K1 hM1, Fluo-8 calcium fluorescence, ACh EC80 antagonist. inhibition, % at 3 µM. 360,000 compounds, 1.3% hits. AID 588852;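 active = percent inhibition above its own plate's cutoff, namely the mean of that plate's compound wells plus 3 SD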;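 note: peak over basal fluorescence ratio during 140 s after agonist addition; 0% = ACh EC80 plus DMSO and 100% = DMSO alone without agonist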
# TAAR1 ag – agonists of human TAAR1; Q96RJ0; CHO RD-HGA16 TAAR1, Fluo-8 calcium fluorescence; vehicle wells 0%, saturating PEA agonist 100%; activation, % at 3 µM; 360,000 compounds, 0.99% hits; AID 624467;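 active = activation above the mean activation of all test compounds in the run plus 3 SD, cut at about 38% in these data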
# Target sequence (Q96RJ0 whole entry, looked up): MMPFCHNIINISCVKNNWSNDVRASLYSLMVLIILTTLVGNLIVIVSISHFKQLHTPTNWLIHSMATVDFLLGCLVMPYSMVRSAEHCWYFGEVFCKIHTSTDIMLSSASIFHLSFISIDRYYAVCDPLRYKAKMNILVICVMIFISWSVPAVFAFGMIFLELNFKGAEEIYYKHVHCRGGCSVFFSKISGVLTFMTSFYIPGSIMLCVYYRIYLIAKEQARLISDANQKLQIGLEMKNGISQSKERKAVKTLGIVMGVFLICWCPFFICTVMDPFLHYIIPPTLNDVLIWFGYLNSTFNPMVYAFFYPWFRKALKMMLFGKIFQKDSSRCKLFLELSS
#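 Signal – calcium-sensitive Fluo-8 signal, excitation 470-495, emission 515-575 nm · System – RD-HGA16 (CHO) cells co-expressing Gα16 and hTAAR1 · Incubation – 17-24 h seeding, 75 min 37 °C dye, 30 min RT · Compound dosing – 3 µM single concentration · Repeats – no replicates (n 1)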
# M4 antag – CHRM4 antagonism in calcium assay; inhibition, % at 3 µM; CHO-hM4 cells, ACh EC80, Fluo-8 calcium fluorescence; 360,000 compounds, 0.73% hits; P08173; AID 624125;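 active = inhibition above its plate's cutoff, the mean inhibition of sample wells plus 3 SD, cut at about 27% in these data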;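 note: 0% = acetylcholine EC80 with DMSO and 100% = DMSO without agonist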
# The depositor's hits bear a star; . = not tested or not shown. The list is partial; count on the stated rates, not on these rows.
SMILES,M5 PAM,M5 ag,CHRM4 agonist,CHRM5 antagonist,M1 ag,CHRM1 PAM,CHRM1 antagonist,TAAR1 ag,M4 antag
Cc1cccc2nc(-c3cccc(NC(=O)Cc4ccccc4)c3)cn12,-10,-4,4,8,-9,4,-6,-1,0
CC(=O)N1CCn2c3c(c(=O)c4cc(C)ccc42)CCC31 (centres undefined),5,0,1,4,-3,4,-14,3,-2
Cc1ccccc1N(CC(=O)NC1CCCC1)C(=O)CS(=O)CC(=O)Nc1ccc2c(c1)OCO2 (centres undefined),-5,-2,0,2,-7,9,-13,0,-4
Cc1ccc(N(C(=O)C2CCC(=O)N2)C2(C(=O)NC3CCCCC3)CCCCC2)cc1 (centres undefined),8,-1,0,-5,-4,6,-14,0,-1
COc1ccccc1NS(=O)(=O)c1cc(Cl)ccc1OC,-3,-3,3,-3,-5,2,1,2,-3
CCC(C)NCCCCOc1ccc(C)cc1[N+](=O)[O-] (centres undefined),1,-6,1,1,-7,-6,9,12,0
Cc1nc2ccc(C(=O)NCc3ccc4c(c3)OCO4)cc2s1,3,-8,1,-4,-11,10,-11,5,-13
COCCn1c(=NC(=O)CSCC(=O)NC2CCCCC2)sc2cc(OC)ccc21,2,2,0,-7,-5,4,-10,1,-5
O=C(CSc1nc(-c2ccco2)cc(C(F)(F)F)n1)N1CCN(Cc2ccccc2)CC1,-1,4,13,-4,1,6,-12,3,-7
Cc1ccc(C)c(NC(=S)NCCc2ccc(S(N)(=O)=O)cc2)c1,-3,-1,2,-1,-1,1,-26,8,2
C1=C(C(c2nnnn2C2CCCCC2)N2CCCCC2)COc2ccccc21 (centres undefined),0,0,-1,-5,-4,9,-10,4,0
COc1ccc(NC(=O)/C=N/O)cc1,-4,-5,1,4,-8,1,6,9,1
CC(C)(C)C1CCN2CCC[C@](c3ccccc3)(C1)C2OCCCO (some centres undefined),-3,-4,3,-2,.,.,.,0,4
Cc1c([N+](=O)[O-])cc(C(=O)Nc2ccc3ncccc3c2)cc1[N+](=O)[O-],-5,-1,1,12,-2,6,-13,-1,12
COc1ccc(C(c2c(C)[nH]n(C(N)=S)c2=O)C(C#N)C#N)cc1 (centres undefined),0,-6,-1,-7,-3,5,-6,4,2
O=C(CC(c1ccccc1)c1cc(Cl)ccc1O)NCCCN1CCOCC1 (centres undefined),-6,-24,2,-4,-9,-17,13,5,-6
COc1ccc(N2CCN(C(=O)CN(c3cccc(Br)c3)S(C)(=O)=O)CC2)cc1,-1,7,5,3,0,-3,2,5,8
Nc1c(C(=O)NCc2ccco2)nnn1CC(=O)Nc1ccccc1,10,-9,1,-6,-3,5,-9,8,-9
COc1ccc(C=NNC(=O)c2cc(C)oc2C)cc1O,7,1,0,19,3,23,-8,0,-7
O=C(NCC(=O)N1CCCCCC1)c1ccc(Br)cc1,-3,-3,0,7,-3,5,2,-2,7
Cc1ccc(Oc2nc3ccccn3c(=O)c2/C=C(\C#N)C(=O)Nc2c(C)n(C)n(-c3ccccc3)c2=O)c(C)c1,3,-3,1,-3,-7,4,2,6,0
CN(C)C=C1C(=O)c2ccccc2C1=O,-1,-1,0,1,-3,3,-36,2,-8
COc1ccc(S(=O)(=O)Nc2ccc3c(c2)n(C)c(=O)n3C)cc1C,-5,2,1,14,1,0,6,8,1
O=C(c1cc(-c2ccccc2)nn1-c1ccccc1)N1CCN(S(=O)(=O)c2ccc(F)cc2)CC1,2,1,1,4,1,4,-18,1,4
COc1ccccc1NC(=O)Cc1noc(CSc2nnc(C(F)(F)F)n2C)n1,-2,-1,0,-10,-4,7,-5,10,1

# Sorted by molecular weight (low to high): part of the list above.
SMILES,M5 PAM,M5 ag,CHRM4 agonist,CHRM5 antagonist,M1 ag,CHRM1 PAM,CHRM1 antagonist,TAAR1 ag,M4 antag
COc1ccc(NC(=O)/C=N/O)cc1,-4,-5,1,4,-8,1,6,9,1
CN(C)C=C1C(=O)c2ccccc2C1=O,-1,-1,0,1,-3,3,-36,2,-8
COc1ccc(C=NNC(=O)c2cc(C)oc2C)cc1O,7,1,0,19,3,23,-8,0,-7
Cc1nc2ccc(C(=O)NCc3ccc4c(c3)OCO4)cc2s1,3,-8,1,-4,-11,10,-11,5,-13
COc1ccccc1NS(=O)(=O)c1cc(Cl)ccc1OC,-3,-3,3,-3,-5,2,1,2,-3
O=C(NCC(=O)N1CCCCCC1)c1ccc(Br)cc1,-3,-3,0,7,-3,5,2,-2,7
Nc1c(C(=O)NCc2ccco2)nnn1CC(=O)Nc1ccccc1,10,-9,1,-6,-3,5,-9,8,-9
COc1ccc(S(=O)(=O)Nc2ccc3c(c2)n(C)c(=O)n3C)cc1C,-5,2,1,14,1,0,6,8,1
C1=C(C(c2nnnn2C2CCCCC2)N2CCCCC2)COc2ccccc21 (centres undefined),0,0,-1,-5,-4,9,-10,4,0
O=C(CC(c1ccccc1)c1cc(Cl)ccc1O)NCCCN1CCOCC1 (centres undefined),-6,-24,2,-4,-9,-17,13,5,-6
O=C(CSc1nc(-c2ccco2)cc(C(F)(F)F)n1)N1CCN(Cc2ccccc2)CC1,-1,4,13,-4,1,6,-12,3,-7
COc1ccc(N2CCN(C(=O)CN(c3cccc(Br)c3)S(C)(=O)=O)CC2)cc1,-1,7,5,3,0,-3,2,5,8
O=C(c1cc(-c2ccccc2)nn1-c1ccccc1)N1CCN(S(=O)(=O)c2ccc(F)cc2)CC1,2,1,1,4,1,4,-18,1,4

# Next structures.
SMILES,M5 PAM,M5 ag,CHRM4 agonist,CHRM5 antagonist,M1 ag,CHRM1 PAM,CHRM1 antagonist,TAAR1 ag,M4 antag
Cc1nonc1C1CCCN1C(=O)c1cc(COc2ccc(F)cc2F)on1 (centres undefined),-5,-2,5,10,-5,2,-4,0,4
O=C(/C=C/c1ccco1)Nc1ccccc1C(=O)Nc1cccc(C(=O)O)c1,11,-1,-1,0,-1,-4,17,0,17
Cc1ccc(/C=C/c2nnc(-c3cccs3)o2)cc1,-7,1,0,5,-1,5,0,-4,0
O=C(Cc1ccccc1)c1ccccc1C(=O)N1CCCCC1,4,-1,1,-1,-1,18,-14,2,-3
COc1ccc(OC)c(S(=O)(=O)Nc2ccccc2O)c1,-3,2,3,10,1,6,-11,7,11
CC(=O)c1ccc(NC(=O)C2CC2c2ccccc2)cc1 (centres undefined),3,2,2,-1,-3,3,-7,0,-7
Cc1ccc(C2C(=O)c3ccccc3C2=O)cc1,7,-3,-1,6,-3,9,-9,0,3
C=CCOc1ccc(C2=NO[C@@H]3[C@@H]4C[C@@H]([C@H]5C(=O)N(C)C(=O)[C@@H]45)[C@H]23)cc1,3,2,3,-6,0,6,-10,1,-2
CCOC(=O)CNC(=O)CCNS(=O)(=O)c1ccc2c(c1)c(=O)n(C)c(=O)n2C,-7,0,2,9,-2,2,1,11,-4
O=C(O)c1nccnc1C(=O)NCc1csc2ccc(Cl)cc12,-8,-1,0,14,-2,10,-8,2,-13
CC(C)c1cc(CN2CCN(CCC#N)CC2)cc(C(C)C)c1O,4,-8,0,1,9,0,5,5,-12
CC(C)(C)OC(=O)N1CCC(c2cc(-c3cccs3)n[nH]2)CC1,-3,6,3,4,1,6,-8,6,-6
COc1ccccc1/C=C1\SC(=S)N(CCC(=O)NNC(=O)c2ccccc2OC)C1=O,-4,1,0,20,-2,10,-10,-1,4
COc1ccc(Nc2cc(Nc3cc(OC)c(OC)c(OC)c3)ncn2)cc1,0,-5,7,3,-6,4,-4,4,4
COc1ccc(/C=N/NC(=O)CCc2n[nH]c(=O)[nH]c2=O)cc1O,-2,0,1,11,-6,10,-6,2,2
CC(C)(C)OC(=O)C[C@@H]1C/C=C\C[C@H](CC(=O)N(CCO)Cc2ccccc2)C(=O)N[C@H](C(C)(C)C)COC1=O,-8,3,6,9,-3,3,-1,9,-10
CC(=O)Nc1cc(-c2ccccc2Cl)cn2c(-c3ccc(S(C)(=O)=O)cc3)cnc12,-5,1,4,5,-2,-3,-3,12,-12
Nc1cccc2c(=O)c3ccccc3[nH]c12,-3,-3,-1,20,-5,3,-4,0,8
CCCCCCNS(=O)(=O)c1nc2nc(C)cc(C)n2n1,-2,0,1,0,-3,-3,11,-1,-11
Cc1ccc(NC(=O)c2cccc(Cl)c2)nc1,-1,0,1,-3,-4,2,-2,2,-8
CN(C(=O)Nc1ccc(F)cc1)[C@H]1C[C@H]2c3[nH]c4ccccc4c3CCN2C(=O)[C@H]1CO,-2,1,1,-2,-3,-4,0,0,1
Cc1cc(C(=O)N/N=C/c2ccc(-c3ccc(C)c(Cl)c3)o2)n[nH]1,2,0,1,-4,-4,-5,5,2,-6
O=C(c1ccc(F)cc1)c1ccc(N2CCCCC2)cc1,-2,-4,-1,1,-8,1,0,-3,-2
COC(=O)Cc1c(C)c2ccc(OC3CCCCC3=O)c(C)c2oc1=O (centres undefined),-8,11,6,4,1,-3,4,4,-1
N#C/C(=C(/O)CN1CCCCC1)c1nc(-c2ccc(Cl)cc2)cs1,-1,0,-1,-2,-2,4,-26,-2,-2

# More results.
SMILES,M5 PAM,M5 ag,CHRM4 agonist,CHRM5 antagonist,M1 ag,CHRM1 PAM,CHRM1 antagonist,TAAR1 ag,M4 antag
O=C(CC1CCOCC1)Nc1ccc(Cl)c(Cl)c1,0,5,6,11,-1,8,-4,3,6
C=C(C)C(=O)Nc1cccc(C2=NOC3(C2)C[C@H](C(N)=O)N(C(=O)c2ccccc2C(=O)c2ccccc2)C3)c1 (some centres undefined),-5,-2,3,17,-10,6,-1,6,3
CC(C)NC(=O)Cn1cc(S(=O)(=O)N2CCCC2)c(S(=O)(=O)N2CCCC2)c1,-4,-2,0,7,1,15,-10,6,-22
Cc1csc(=O)n1CC(=O)Nc1ccc(C(C)C)cc1,-11,-2,0,2,-4,5,-14,2,-13
CCCCOC(=O)Nc1sc2c(c1C(=O)OC)CCC2,-4,2,0,-1,-3,3,-2,1,2
C=CCOc1cccc(/C=C2\C(=O)N(Cc3ccc(C)cc3)C(C)=C2C(=O)OC)c1,4,-4,1,-4,-7,-5,-10,-1,-11
CC(C)NC(=O)c1ccc(COCC(F)(F)F)cc1,-6,-6,1,0,-3,1,-6,0,-4
